iPSC survival up: hiPSC single-cell survival enhancement; survival enhancement, % at 20 µM; ATPlite luminescence; 100% = ROCK inhibitor wells, 0% = DMSO; actives 0.044% (n = 360,000); in the data active = survival enhancement above about 18%;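 also: cells exposed to compounds for 16 hours before the ATP read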
EBV LMP1 NFkB: Epstein-Barr LMP1 NF-kappaB reporter inhibition | LMP1-induced NF-kappaB luciferase reporter cells, luminescence | inhibition, % at 12.5 µM | actives 0.69% (n = 350,000); in the data active = inhibition above about 41%;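 also: 0% = neutral control wells and 100% = reference inhibitor control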
MITF TRPM1 inh: MITF TRPM1 promoter inhibition in SK-MEL-5 cells | SK-MEL-5 TRPM1 promoter luciferase, 24 h | inhibition, % at 12.5 µM | actives 0.83% (n = 330,000) | AID 488899;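 active = mean inhibition across replicates of 60% or more, whatever share of single replicates reaches that level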; also: values of inactives mirror those of a sister screen read the other way
Shn3 3UTR inh: reduces Shn3 3'UTR luciferase signal in osteoblasts; Clone20 osteoblast Shn3 3'UTR firefly luciferase, 24 h; inhibition, % at 12.5 µM; actives 0.52% (n = 360,000);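 active = mean inhibition of at least 75% with every replicate also reaching 75%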;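 also: 0% = median of neutral control wells and 100% = pilot-screen positive control compound; some compounds past the cut are filed as inactive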
KKLEB cytotox: reduces viability of KKLEB cystic fibrosis airway cells; KKLEB CF airway cells viability, ATPlite luminescence, overnight; active compounds read low; cells stimulated with P. aeruginosa culture filtrate; AID 602141; actives 0.36% (n = 360,000); activity change (cytotoxicity), % at 5 µM;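 active = corrected activity change at or below -50% at 5 µM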
CF NFkB block: inhibitors of cystic fibrosis induced NF-kB; actives 0.86% (n = 360,000); inhibition, % at 5 µM; KKLEB NF-kB-GFP reporter, PAF-induced, GFP fluorescence overnight; AID 588850;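 active = at least 50% inhibition at 5 µM, scaled per plate between neutral and stimulator controls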;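 also: PAF is a Pseudomonas aeruginosa culture filtrate used as stimulus; plate controls were PAF-stimulated DMSO wells for no effect and unstimulated DMSO wells for full effect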
TRAIL sens C8: sensitizes caspase-8 expressing cells to TRAIL; inhibition (viability loss, TRAIL sensitization), % at 10 µM; NB7+C8 cells + TRAIL, ATPlite viability luminescence; actives 1% (n = 360,000);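 active = compounds causing at least 50% loss of cell viability in the single-dose screen, relative to plate controls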
Peg3 prom inh: reduces Peg3 promoter-driven luciferase expression in HeLa. actives 1.7% (n = 360,000). AID 588405. HeLa PEG-Prom luciferase reporter, luminescence, overnight. inhibition, % at 20 µM;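 active = inhibition of at least 50% at 20 µM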
HIF-2a inh: blocks HIF-2a reporter activity; 786-0 RCC cells HIF-2a reporter, luciferase luminescence, overnight; inhibition, % at 18.8 µM; actives 0.72% (n = 360,000);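 active = inhibition of the luminescence signal of 40% or more relative to plate controls, in a single-dose primary screen at 18.75 µM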
NR2E3 ag-1: human photoreceptor-specific nuclear receptor agonism | AID 602229 | Q9Y5X4 | inhibition of corepressor binding, % at 3.98 µM | CHO-S Gal4-NCOR/VP16-NR2E3 two-hybrid, luciferase | actives 0.35% (n = 360,000);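 active = inhibition above the mean of all tested compounds plus 3 SD, cut at about 70% in these data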;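 also: 0% = DMSO with NR2E3 transfected cells and 100% = cells lacking NR2E3 construct; higher means lower luciferase signal from less NR2E3 corepressor binding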
Target sequence (Q9Y5X4 whole entry, looked up, the tested form may be a part): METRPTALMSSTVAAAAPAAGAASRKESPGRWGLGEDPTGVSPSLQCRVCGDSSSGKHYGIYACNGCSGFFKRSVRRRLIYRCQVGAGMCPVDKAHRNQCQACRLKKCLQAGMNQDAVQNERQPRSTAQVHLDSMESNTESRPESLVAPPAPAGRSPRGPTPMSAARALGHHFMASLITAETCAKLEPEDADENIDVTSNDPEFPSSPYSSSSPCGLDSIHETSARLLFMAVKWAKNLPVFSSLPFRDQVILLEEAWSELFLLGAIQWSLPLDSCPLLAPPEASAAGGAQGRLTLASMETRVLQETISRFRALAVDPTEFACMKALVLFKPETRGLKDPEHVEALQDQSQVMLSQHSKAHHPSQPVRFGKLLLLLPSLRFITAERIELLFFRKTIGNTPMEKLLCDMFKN
NR2E3 ag-2: activates human photoreceptor nuclear receptor NR2E3. Q9Y5X4. GST-NR2E3/biotin-RetCOR TR-FRET, 1536-well. inhibition of corepressor binding, % at 4.78 µM. actives 0.12% (n = 320,000). AID 2300;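 active = percent inhibition above the cutoff of mean plus 3 SD of all tested compounds, set per screening campaign, cut at about 20% in these data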;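 also: 0% = DMSO wells and 100% = biotin wells as full block of FRET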
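System: GST-NR2E3 and biotin-RetCOR proteins; probe or stimulus: 7 nM biotin-RetCOR; doses: compound at 4.8 µM, single dose; schedule: Compound–protein incubation for 5 h at 4 °C; detection: time-resolved FRET; read-out: percent inhibition; controls: biotin wells as high control, 0.6% DMSO wells as low control; format: 1536-well plates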
An asterisk follows results filed as active; . = not tested or not shown. These rows are one share of the data (hit frequency here may not be typical).

SMILES	iPSC survival up	EBV LMP1 NFkB	MITF TRPM1 inh	Shn3 3UTR inh	KKLEB cytotox	CF NFkB block	TRAIL sens C8	Peg3 prom inh	HIF-2a inh	NR2E3 ag-1	NR2E3 ag-2
CCCCOc1[nH]c2nc(-c3ccco3)n(Cc3ccco3)c(=N)c2c1C#N	0.7	5	-1	-9	1	2	-9	-14	-24	-33	1
Cc1ccc(-c2cc(C(=O)NCCCN3CCOCC3)c3ccccc3n2)cc1C	-0.6	-3	-12	-28	-7	2	17	-29	-54	-50	-1
CCn1cc(C(=O)NC2CCCC2)c(=O)c2cc(S(=O)(=O)N3CCOCC3)ccc21	-0.5	-2	4	-7	-1	7	1	12	22	11	.
C[C@@H](NC(=O)c1coc(=O)c(Br)c1)c1ccccc1	-3.3	-54	-6	16	-6	74*	3	99*	10	-10	-3
CC(C)CNS(=O)(=O)c1cc(C(=O)O)c(Cl)cc1Cl	2.5	-4	10	-10	0	-6	11	-1	12	-9	2
Cc1ccc(C(=O)NC(C)C2CCCO2)o1 (stereo not given)	-0.3	-3	6	6	-1	-1	-19	3	7	-11	0
Cc1ccc(NC(=O)C2CC(=O)n3c(nc4ccccc43)N2)cc1Cl (stereo not given)	-0.9	4	6	11	-13	4	-5	1	18	-22	1
CCOC(=O)N1CCN(c2cccc(C)c2C)CC1	2.8	-6	-13	-6	-8	-2	-3	-6	9	-10	-4
Cc1cc(=O)c(C(=O)O)nn1-c1ccccc1[N+](=O)[O-]	0.1	-13	3	9	-4	12	8	7	5	-13	-6
CCN(CC)c1ccc(NC(=S)NC(=O)C2CCC2)cc1	0.1	-7	-16	-9	-1	10	3	-82	-102	-54	-1
CC1=CC(=O)N(c2cccc(C(F)(F)F)c2)C1c1ccc(Cl)cc1 (stereo not given)	-1.9	-13	-2	-6	2	-2	2	17	13	-1	0
NS(=O)(=O)c1ccc(NC(=O)COC(=O)C2CCCCC2)cc1	-1.3	-6	-8	4	-2	-7	6	-4	1	20	1
Brc1ccc(Sc2cnc3ccccc3n2)cc1	-0.8	-12	-28	-58	5	-1	4	-195	-145	-45	5
Cc1ccccc1C(=O)c1cccn1CC(=O)NC1CCCC(C)C1C (stereo not given)	-0.5	-14	3	-4	0	-25	23	-16	1	1	-1
Cn1c(SCCN2CCCC2)nnc1C1CCN(S(=O)(=O)c2cccc(F)c2)CC1	1.2	2	5	-10	10	-7	4	6	14	0	-3
CCOC(=O)Cc1csc(NC(=O)CSc2nnnn2-c2ccc(CC)cc2)n1	-5.0	7	6	13	3	2	-2	16	2	1	6
CC(O)c1nc2ccccc2n1C1CCCCC1 (stereo not given)	0.2	0	7	1	3	6	14	-2	21	9	1
O=C(O)CCN1C(=O)/C(=C\c2cccc(Oc3ccccc3)c2)SC1=S	-0.5	-8	-10	12	2	-8	-6	-27	72*	-6	2
CCc1cccc(C)c1NC(=O)Cn1nc(C)n2cccc2c1=O	-0.2	3	-7	-4	10	-20	-13	4	14	-26	2
COCCCNC(=O)c1c[nH]c2ccc(S(=O)(=O)N3CCc4ccccc43)cc2c1=O	-0.6	-2	24	0	7	-8	23	31	24	5	1
CCn1nnnc1NCc1ccc(Cl)cc1	-0.6	-5	3	3	-3	3	5	24	10	-19	1
CCN(CC)CCOC(=O)c1ccc(N/C=C(/C#N)c2nc(-c3cccc(OC)c3)cs2)cc1	0.2	.	.	1	-3	7	12	-4	7	-2	-2
CCOc1ccc2nc(N/C(N)=N/C(=S)Nc3cccc(C)c3)nc(C)c2c1	-0.3	-33	-9	21	-24	-8	8	12	-42	-30	5
Cc1c(CN(C)C(=O)c2ccc(Br)o2)cnn1C	-0.1	-15	-16	-10	-9	2	-13	-8	-6	-31	-3
COc1ccccc1N1CCN(C2CCCN(C(=O)CN3CCCC3=O)C2)CC1 (stereo not given)	0.5	1	6	9	-11	16	-6	4	2	-6	.
C(#CCN1CCOCC1)COCCCOC(c1ccccc1)c1ccccc1	5.8	-10	13	23	6	14	1	18	10	-3	-1
O=C(CSCc1nc2ccccc2[nH]1)Nc1ccccc1	-4.0	59*	28	-3	1	-5	-9	25	21	-14	1
COc1cccc(OCC(=O)Nc2c3c(nn2-c2ccc(F)cc2)CS(=O)(=O)C3)c1	0.2	-2	-9	7	-2	-4	8	1	8	21	-1
O=C(NCCS(=O)(=O)NCc1ccc(F)cc1)c1ccc2c(c1)OCO2	0.9	2	-8	-7	-1	5	-6	2	9	-5	-2
CC(C)C(=O)Nc1cccc(NC(=O)CCN2C(=O)c3ccccc3S2(=O)=O)c1	-2.3	5	12	-5	-11	3	12	-4	14	22	4
COc1ccc(-c2nn(-c3ccccc3)cc2C(N)=O)cc1OC	0.5	-11	10	3	-4	12	2	0	0	-25	6
Nc1cccc(Oc2c(F)c(F)c(Oc3cccc(N)c3)c(F)c2F)c1	-0.7	-1	8	-8	4	5	17	0	11	-16	0
O=C(COc1ccccc1Cl)Nc1nnc(S(=O)(=O)N2CCCCCC2)s1	0.3	-6	9	-10	-5	2	-6	28	6	-2	1
CC(C)c1ccc(NC(=O)C(c2ccccc2)N2CC(=O)Nc3ccccc32)cc1 (stereo not given)	0.4	0	.	-12	-4	4	2	-78	-102	-7	1
O=C(Nc1ccc2c(c1)OCO2)N1CCN(c2cccc(C(F)(F)F)c2)CC1	-1.1	-68	-24	14	-2	-21	-4	-26	-31	11	6
CSc1nc2cc(C)nn2c(-c2ccccc2)c1C#N	-0.8	0	3	4	8	-5	0	-4	15	-27	5
C=CCN1C=C2C(=O)C(C)(OC(=O)CC)C(=O)C=C2C=C1CCCC (stereo not given)	1.1	-4	-5	-11	-14	30	6	-8	10	-29	-2
O=C(NNC1OC(CO)C(O)C(O)C1O)c1cccc(Br)c1 (stereo not given)	1.6	-5	-3	-5	-2	4	-8	8	11	-17	3
CCc1cccc(CC)c1NC(=O)c1cccc(S(=O)(=O)N2CCN(C)CC2)c1	0.3	8	-3	3	2	-6	9	14	11	-25	.
CCOC(=O)c1c(-c2ccc(C)s2)csc1N	-2.7	-7	-4	-11	-1	13	-1	6	18	-8	68*
CCCCN(C(=O)/C=C/c1ccc(OCC(C)C)c(OCC)c1)c1c(N)n(CCC)c(=O)[nH]c1=O	0.7	9	7	-2	6	17	-13	7	20	-4	6
COCCCn1c(SCC(=O)Nc2oc(C)c3c(C)n[nH]c(=O)c23)nc2ccccc2c1=O	1.0	-5	-1	5	4	-23	0	4	14	-23	0
CCOc1ccc(CNC(=O)Cn2ccc3cc(S(=O)(=O)N4CCCCCC4)ccc32)cc1	0.7	8	-3	29	-14	13	8	0	-9	-50	3
Cc1ccc(C)c(-c2csc(NC(=O)c3cnccn3)n2)c1	1.3	13	-14	12	-13	0	4	-9	-5	2	-1
O=c1c2cc(Br)ccc2nc(-c2ccc([N+](=O)[O-])cc2)n1O	2.3	12	5	-7	0	1	8	28	8	2	2
Cc1cccc(OCC(=O)Nc2cccc(C(=O)Nc3ccccc3C(=O)O)c2)c1	-0.1	-46	6	7	2	-2	20	4	-2	-10	-3
COc1ccc(CCNC2CC(=O)N(CCc3ccccc3)C2=O)cc1OC (stereo not given)	1.3	-3	-4	-3	1	-3	1	6	-4	-7	-2
O=C(COc1cc(Cl)ccc1Cl)Nc1ccc2[nH]c(=O)[nH]c2c1	-0.1	1	3	23	-6	15	-6	17	6	-35	2
CCCCN1C(=O)N(C)C2C1N(C)C(=O)N2CCCC (stereo not given)	1.0	-4	12	-6	-1	-1	0	7	14	-1	-1
COc1ccccc1C(=O)COC(=O)Cc1c[nH]c2ccccc12	0.3	-2	3	13	3	-44	7	-6	-3	1	2
Cc1ccc(S(=O)(=O)Nc2ccc3c(c2)C(=O)N([C@@H](C)CO)C[C@@H](C)[C@@H](CN(C)C(=O)NC2CCCCC2)OCCCC[C@H](C)O3)cc1	-0.1	.	.	-11	3	-23	16	1	2	27	.
CCC1=Nc2cc(C(=O)NCCCN3CCOCC3)ccc2Sc2ccc(Br)cc21	-0.3	-2	-9	-2	-2	7	2	11	15	-25	-2
COc1ccc(C2/C=C\CN(C(=O)Oc3ccccc3)CC(=O)N2Cc2ccc(F)cc2)cc1 (stereo not given)	-1.1	4	-4	-5	-8	-1	1	6	2	-12	.
COc1ccc(CCNC(=O)C2CCN(S(=O)(=O)c3cccc4cccnc34)CC2)cc1OC	0.1	3	8	-12	8	-31	2	2	3	-16	-4
COc1cccc(-c2ccc(SCC(=O)NC3CCCCC3)nn2)c1	0.0	-4	-21	-4	6	-16	-5	-32	-54	-9	0
CN(C)c1ccc(NC(N)=S)cc1	-0.1	-2	-6	-12	9	-15	-7	10	-15	-14	-4
Brc1ccc(Br)c2cnccc12	1.0	2	-21	-8	8	26	-5	7	4	-41	.
CC(C)c1ccc(NC(=S)N2CCN(Cc3ccccc3)CC2)cc1	-1.6	-8	-6	7	-19	11	-2	-52	-79	5	1
CC1(C)N=C(N)N=C(N)N1c1cc(Cl)ccc1Cl	5.0	3	.	12	-1	-18	-6	8	10	5	.
NC(=O)c1ccc(NC(=O)c2cccc(Oc3ccccc3)c2)cc1	-1.0	-4	-21	-7	10	6	-5	-50	-21	0	4

Next section, overlapping the part above by four compounds.
SMILES	iPSC survival up	EBV LMP1 NFkB	MITF TRPM1 inh	Shn3 3UTR inh	KKLEB cytotox	CF NFkB block	TRAIL sens C8	Peg3 prom inh	HIF-2a inh	NR2E3 ag-1	NR2E3 ag-2
Brc1ccc(Br)c2cnccc12	1.0	2	-21	-8	8	26	-5	7	4	-41	.
CC(C)c1ccc(NC(=S)N2CCN(Cc3ccccc3)CC2)cc1	-1.6	-8	-6	7	-19	11	-2	-52	-79	5	1
CC1(C)N=C(N)N=C(N)N1c1cc(Cl)ccc1Cl	5.0	3	.	12	-1	-18	-6	8	10	5	.
NC(=O)c1ccc(NC(=O)c2cccc(Oc3ccccc3)c2)cc1	-1.0	-4	-21	-7	10	6	-5	-50	-21	0	4
CC(NCC(=O)Nc1ccccc1C(=O)NC1CC1)c1ccc(Cl)cc1 (stereo not given)	1.6	-9	.	-1	-1	-14	4	3	14	-18	.
c1ccc(CN2CCC(N3CCC(N4CCCCCC4)CC3)CC2)cc1	-0.6	0	-13	4	-2	9	2	-16	19	-22	2
CCOc1ccc(N2CCc3c(C)nc(SC)nc32)cc1	2.0	-2	-9	27	-6	8	-6	-3	-24	-20	-3
O=S(=O)(c1cccc(Br)c1)N1CCN(c2ccnc3cc(Cl)ccc23)CC1	-0.1	9	-1	78	-8	-8	-2	23	18	64	-1
Cc1ccc(-c2c(C)nn3c(N4CCOCC4)cc(C)nc23)cc1	-0.3	-6	6	-17	-8	14	7	3	-6	-4	.

Assay outcomes: PubChem BioAssay, several laboratories
